# Screening data as filed in PubChem BioAssay.
# Yfh1-depleted yeast – enhancers of respiration in Yfh1-depleted yeast, dose response, Friedreich's ataxia, plus single-dose screen (AID 1465); fold induction at 50 µM, or EC50 in µM where a hit was titrated; actives 0.074% (n = 220,000); S. cerevisiae Yfh1-off respiration, WST-1 reduction, 72 h; higher fold induction means a stronger effect;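 active = fold induction of absorbance versus untreated yeast above a set limit, then at least 30% activation at any dose in follow-up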;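 note: activators that raise dye reduction in frataxin-depleted yeast; strong numbers were not always called active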
# P. falciparum M17LAP – P. falciparum M17LAP inhibitors, primary screen, biochemical, fluorogenic H-Leu-NHMec substrate, 1536-well (AID 1619). recombinant M17LAP, H-Leu-NHMec fluorogenic kinetic assay; higher % means a stronger effect. one-dose inhibition, % at 30 µM; IC50 in µM for titrated hits. actives 0.38% (n = 220,000);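 active = compound inhibiting the enzyme by more than half at any dose during confirmatory dose-response retesting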;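 note: plate controls were full reaction with DMSO carrier for no effect and no enzyme background for full effect; strong numbers were not always called active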
# human PMI inhibitors – human PMI inhibitors, high substrate, primary screen, biochemical, fluorescence intensity, high mannose 6-phosphate (AID 1220) | recombinant PMI enzyme, coupled fluorescence intensity; higher % means a stronger effect | inhibition, % at 20 µM, or IC50 in µM where a hit was titrated | actives 0.66% (n = 190,000); in the data active = inhibition above about 50%
# CSM14.1 death rescue – rescue of cells from ER stress-induced death, primary screen, 384-well, CSM14.1, thapsigargin, ATP luminescence (AID 1222); 190,000 tested, under 10 active; one-dose cellular ATP content (survival), % at 20 µM; EC50 in µM for titrated hits; CSM14.1 thapsigargin-induced death rescue, ATP luminescence; higher % means a stronger effect;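 active = EC50 below 50 µM in the dose-response confirmation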;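 note: death triggered by thapsigargin at about 15 µM added after 2 h compound pretreatment; cell ATP read after overnight thapsigargin exposure of roughly 18 to 22 hours; normalized against plate controls of thapsigargin alone and 5% DMSO vehicle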
# West Nile antiviral – West Nile virus antiviral activity, cell-based, CPE readout (AID 1621); actives 0.02% (n = 290,000); CPE inhibition, % at 10 µM; hits with a dose series show IC50 in µM; West Nile virus-infected cells, CPE inhibition; higher % means a stronger effect; in the data active = a potency from the dose series; note: strong numbers were not always called active
# M1AAP inhibition – malaria alanyl aminopeptidase activity blockers – biochemical, fluorogenic H-Leu-NHMec substrate, 1536-well (AID 1445) | recombinant M1AAP, H-Leu-NHMec fluorogenic kinetic assay; higher % means a stronger effect | one-dose inhibition, % at 30 µM; IC50 in µM for titrated hits | actives 0.42% (n = 220,000);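 active = primary inhibition above the hit cutoff, then over 50% inhibition at one or more dose response concentrations, cut at about 23% in these data, passing the limit was not always enough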;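 note: plate controls were DMSO full reaction for no effect and no enzyme background for full effect; strong numbers were not always called active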
# SIAH1 antagonists – Siah-1 peptide-binding antagonists, primary screen, biochemical, fluorescence polarization, rhodamine-plectin, uHTS (AID 1817); actives 0.02% (n = 290,000); displacement, % at 20 µM, or IC50 in µM where a hit was titrated; Siah-1 / rhodamine-plectin peptide fluorescence polarization; higher % means a stronger effect;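 active = displacement of at least 50% at 20 µM, with a fluorescence ratio check between 0.3 and a set limit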;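 note: plate controls were Siah plus tracer with DMSO for no effect and tracer alone without Siah for full effect; strong numbers were not always called active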
# XIAP displacement – small molecules displacing peptide from XIAP – biochemical, IAP family, fluorescence polarization (AID 1018); XIAP BIR domain, fluorescence polarization peptide displacement; higher % means a stronger effect; displacement, % at 20 µM; hits with a dose series show IC50 in µM; actives 0.007% (n = 200,000); in the data active = displacement above about 50%; note: a part of the inactive calls stands beside numbers as strong as those of hits
# PhoP inhibition – PhoP-dependent GFP reporter repression – Salmonella Typhimurium, primary screen (AID 1863). S. Typhimurium PhoP-regulated promoter GFP reporter, 4 h; higher % means a stronger effect. one-dose inhibition, % at 50 µM; IC50 in µM for titrated hits. actives 0.16% (n = 300,000);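 active = inhibition over 29.93%, a cutoff 3 SD above the screen mean, later confirmed by dose response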;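 note: 0% = low Mg2+ inducing control and 100% = high Mg2+ repressing control; strong numbers were not always called active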
# * hit, by the source's call; i = inactive; nt = not tested or not shown. Compounds as they come; about 1.6% have a hit in one of these screens.
Molecule,Yfh1-depleted yeast,M1AAP inhibition,CSM14.1 death rescue,SIAH1 antagonists,XIAP displacement,West Nile antiviral,PhoP inhibition,P. falciparum M17LAP,human PMI inhibitors
COc1cc([N+](=O)[O-])ccc1-c1ccc(/C=N/NC(=O)OC(C)(C)C)o1,i,3%,nt,4%,nt,0.2%,-8%,3%,nt
CN1CCCN(S(=O)(=O)c2ccc(Cl)c(Cl)c2)CC1,i,1%,0.0%,7%,-6.1%,0.2%,6%,-3%,-4%
N#CC1=C(SCc2ccccc2)NC(=O)C(C#N)C12CCCC2 (stereo unspecified),i,2%,nt,-5%,-1.4%,0.1%,6%,10%,8%
CC1=C(C(=O)N(C)C)C(c2cccc(Cl)c2)NC(=O)N1 (stereo unspecified),i,15%,-2.3%,-1%,-2.7%,0.2%,-9%,17%,9%
O=C(N/N=C/C1CC=CCC1)c1ccccc1O (stereo unspecified),i,8%,-1.6%,1%,-1.4%,0.0%,9%,-9%,2%
CCC(=O)NC(=S)Nc1ccc(NC(=O)COc2ccc(Cl)cc2Cl)cc1,i,4%,-2.8%,3%,-0.5%,0.1%,4%,2%,8%
O=C(NNC(=O)c1ccc(Br)o1)c1ccc(NC(=O)c2ccccc2)cc1,i,4%,0.4%,11%,-4.3%,-0.6%,4%,-7%,-1%
CCCc1nnc(NC(=O)c2cn(CC)c3cc(N4CCN(C)CC4)c(F)cc3c2=O)s1,i,2%,nt,-2%,nt,-0.3%,67µM*,0%,nt
COc1ccc(CC(=O)OCC(=O)NCc2ccc(Cl)cc2)cc1,i,4%,nt,17%,-2.0%,-0.4%,6%,-2%,1%
CCN1CCN(C(c2ccccc2)c2nnnn2Cc2ccc3c(c2)OCO3)CC1 (stereo unspecified),i,-1%,-1.9%,-4%,-5.6%,-0.5%,-10%,-2%,-11%
COCCCN1C(=O)c2ccc(C(=O)NCc3ccco3)cc2C1=O,i,2%,2.6%,-2%,-5.5%,0.0%,-3%,-7%,-2%
CCN(CC)S(=O)(=O)c1cccc(NC(=O)COC(=O)CCC(=O)c2cccs2)c1,i,8%,-1.5%,1%,0.8%,nt,6%,-9%,-9%
CCOC(=O)c1ccccc1NC(=O)c1n[nH]c(=O)c2ccccc12,i,0%,-1.2%,-1%,-3.2%,-1.1%,-5%,-8%,-3%
COc1ccc(NC(=O)CN2CCN(S(=O)(=O)c3ccc(Cl)cc3)CC2)cc1Cl,i,2%,-2.0%,-3%,-1.7%,0.1%,-3%,1%,-4%
CN(C)c1ccc(/C=C/C(=O)c2cccnc2)cc1,i,7%,nt,3%,nt,-0.4%,-3%,22%,nt
CCOC(=O)CN1C(=O)S/C(=C/c2cccc([N+](=O)[O-])c2O)C1=O,i,11%,0.4%,-3%,-2.2%,0.9%,1%,15%,-26%
O=S(=O)(c1ccc(Cl)s1)N1CCCc2cccc(O)c21,i,4%,-3.2%,-1%,-3.2%,-0.3%,19%,6%,12%
COc1ccc([N+](=O)[O-])cc1NC(=O)CCN1CCN(c2ccccc2OC)CC1,i,5%,5.6%,8%,-7.2%,-0.2%,-11%,-8%,-1%
COc1ccc(CC(=O)Nc2ccc(C(=O)Nc3nccs3)cc2)cc1OC,i,4%,0.0%,-2%,-9.4%,-0.1%,2%,-7%,14%
COc1ccccc1N1C(=O)c2ccccc2NC1c1ccncc1 (stereo unspecified),i,2%,-2.8%,3%,-2.1%,-0.1%,0%,-36%,2%
COCc1cc(C)nc(OCC(=O)N/N=C/c2ccc(OC)c(OC)c2)c1C#N,i,6%,1.4%,-2%,-1.6%,-0.5%,8%,13%,5%
O=C(Nc1nc2cc3c(cc2s1)OCCO3)c1cccc(N2C(=O)CCC2=O)c1,i,11%,-4.2%,18%,-4.2%,0.3%,-8%,0%,0%
COc1ccc(C(NC(=O)CNC(C)=O)C(=O)Nc2ccc(C(C)C)cc2)cc1 (stereo unspecified),i,5%,-3.0%,2%,-3.7%,-0.5%,-6%,0%,-3%
CCN(CC)CCn1c(=N)n(CC(=O)c2ccc(Br)s2)c2ccccc21,i,1%,nt,1%,nt,32%,12%,7%,nt
Cc1ccc(C(=O)Nc2ccc(Cc3ccncc3)cc2)cc1[N+](=O)[O-],nt,18%,-1.8%,6%,-3.4%,nt,0%,-1%,-2%
Cn1c(N)c(C(=O)COC(=O)Cc2ccsc2)c(=O)n(C)c1=O,i,3%,0.3%,-4%,-6.5%,-0.5%,2%,9%,-13%
COC(=O)CC1C(=O)NCCN1C(=O)CSc1nc2ccc([N+](=O)[O-])cc2s1 (stereo unspecified),i,6%,-0.6%,0%,-4.6%,-0.4%,2%,7%,6%
CC1(C)[C@@H](O)CC[C@]2(C)C3C(O)C=C4[C@H]5C[C@@](C)(CO)CC[C@]5(C)CC[C@]4(C)[C@]3(C)CC[C@@H]12 (stereo partly specified),i,-4%,nt,13%,nt,-0.9%,1%,-1%,nt
O=C(Oc1ccc2ccccc2c1)c1ccccc1,i,3%,-0.9%,1%,-2.4%,-0.1%,8%,-5%,-5%
CCC(=O)Nc1nc(C)c(-c2csc(Nc3cccc(C(=O)O)c3)n2)s1,i,9%,2.2%,-1%,-6.2%,0.4%,-2%,9%,39%

# The closing 2 records of the part above lead into the next.
Molecule,Yfh1-depleted yeast,M1AAP inhibition,CSM14.1 death rescue,SIAH1 antagonists,XIAP displacement,West Nile antiviral,PhoP inhibition,P. falciparum M17LAP,human PMI inhibitors
O=C(Oc1ccc2ccccc2c1)c1ccccc1,i,3%,-0.9%,1%,-2.4%,-0.1%,8%,-5%,-5%
CCC(=O)Nc1nc(C)c(-c2csc(Nc3cccc(C(=O)O)c3)n2)s1,i,9%,2.2%,-1%,-6.2%,0.4%,-2%,9%,39%
Cc1ccc(-c2nnc(Nc3ccc(C(N)=O)cc3)c3ccccc23)cc1S(=O)(=O)NCC1CCCO1 (stereo unspecified),i,17%,-0.1%,2%,-6.2%,0.0%,-13%,0%,9%
O=C(CSc1nccc(=O)[nH]1)c1ccccc1Br,i,9%,-1.0%,-2%,-7.8%,-0.1%,28%,3%,-6%
O=S(=O)(NCc1cn2ccsc2n1)c1ccc2c(c1)OCCO2,i,-1%,-2.8%,2%,-0.7%,0.4%,-5%,1%,12%
CCn1cnc2scc(-c3ccc(C)c(C)c3)c2c1=O,i,nt,0.6%,1%,-3.4%,0.4%,nt,nt,1%
Cc1cc([N+](=O)[O-])cc2c1NC(=O)C2(O)N1CCOCC1 (stereo unspecified),i,6%,-1.2%,-1%,-3.3%,0.5%,-5%,11%,17%
COC(=O)c1c(-c2cccs2)csc1NC(=O)c1cccnc1,i,5%,-0.8%,6%,-22%,0.2%,-3%,16%,6%
CC1CC(=O)N(CC(=O)N2CCCC2)c2ccccc2S1 (stereo unspecified),i,-9%,nt,-1%,-1.4%,0.5%,4%,1%,12%
COC(=O)Cn1c2ccc(F)cc2c2nc(C)sc21,i,3%,-1.5%,0%,-5.3%,1.6%,-7%,-2%,33%
Cc1ccc(O)c(C2=NOC(O)(C(F)(F)C(F)F)C2)c1 (stereo unspecified),i,-2%,0.1%,0%,-3.6%,0.1%,-1%,7%,14%
CCOC(=O)c1sc(NC(=S)NC(=O)C2CC2)cc1C,i,6%,-2.8%,-7%,-2.6%,-0.3%,1%,3%,-3%
Cc1ccc(NC(=O)CNC(=O)OCc2ccccc2)cc1C,i,3%,0.0%,3%,-2.2%,0.9%,10%,6%,3%
C[C@@H](O)C1NC(=O)[C@H](CCCCN)NC(=O)c2cc([N+](=O)[O-])cc(F)c2NCCCC[C@@H](C(N)=O)NC1=O (stereo partly specified),i,9%,-4.0%,-4%,-7.6%,-0.1%,0%,16%,-49%
Cc1nc2ccccc2n1CC(=O)N/N=C/c1cccnc1,i,2%,1.2%,2%,14%,0.7%,10%,18%,6%
CN(C)CC(C)(C)CNC(=O)CC1C(=O)NCCN1Cc1ccc(-c2ccccc2)cc1 (stereo unspecified),i,2%,-0.8%,1%,0.3%,-0.7%,-2%,1%,17%
COc1ccc(N2CCN(C(=O)CCNC(=O)Cn3ccc4ccccc4c3=O)CC2)cc1,i,-1%,3.3%,9%,-5.8%,-0.2%,17%,-1%,6%
Cc1ccc(-c2csc3nc(C)n(N)c(=O)c23)cc1,i,0%,0.4%,-3%,-10%,0.0%,9%,0%,4%
O=C(NC(=S)Nc1ccc(CN2CCOCC2)cc1)c1ccc2c(c1)OCCO2,i,9%,nt,-2%,nt,-0.4%,6%,8%,nt
COc1cc(-c2nnc(SCC3(c4ccc(Br)cc4)OCCO3)o2)cc(OC)c1OC,i,1%,-1.1%,-5%,-20%,1.4%,4%,-4%,17%
COc1ccc([C@H]2[C@H](C(=O)OC(C)(C)C)N3N=Cc4ccccc4C3C23C(=O)c2ccccc2C3=O)cc1OC (stereo partly specified),i,10%,18%,20%,0.5%,-0.5%,10%,22%,32%
COCc1nc(-c2cc(Br)ccc2OC)no1,i,6%,-2.9%,1%,-4.2%,0.4%,1%,-2%,0%
O=[N+]([O-])c1ccc(C2CN=C(Nc3ccccc3)S2)cc1 (stereo unspecified),i,1%,-11%,2%,-0.8%,0.0%,-1%,-3%,6%
CCn1c(SCC(=O)N2CCN(c3ccccc3)CC2)nnc1-c1c[nH]c2ccccc12,i,4%,-1.3%,-1%,-10%,-0.3%,4%,-2%,4%
CC(c1nnc(SCC(=O)Nc2cccnc2Cl)n1Cc1ccccc1)N(C)C (stereo unspecified),i,1%,-0.8%,1%,-16%,-0.8%,4%,-2%,-7%
CCn1ccnc1CNC(=O)CC1C(=O)NCCN1CC(c1ccccc1)c1ccccc1 (stereo unspecified),i,-4%,-0.5%,-8%,-3.2%,-0.1%,6%,-2%,2%
CCOC(=O)N1CCN(C(=O)CN(c2ccc(OCC)cc2)S(C)(=O)=O)CC1,i,-1%,-2.4%,-6%,0.0%,-0.6%,9%,1%,-3%
O=C(COc1ccc(Cl)cc1)NCc1nnc(SCC(=O)N2CCCCCC2)o1,i,3%,-1.7%,-3%,-16%,-1.4%,-7%,1%,2%
C=Cn1c(C(=O)O)cc(CC)c1-c1ccccc1,i,3%,nt,3%,-1.8%,0.4%,-15%,20%,3%
Cc1ccc(N2C(=O)CC(N3CCN(c4ccccn4)CC3)C2=O)cc1 (stereo unspecified),i,11%,0.9%,3%,13%,0.2%,-6%,10%,28%
